STEP inh – STEP (human) phosphatase inhibition. recombinant STEP, OMFP fluorogenic substrate, fluorescence. inhibition, % at 20 µM. 0.25% of 360,000 active;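 active = inhibition at 20 µM, scaled per plate between control wells, above about 37%, limit read from the data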;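 also: 0% = DMSO with enzyme and substrate and 100% = substrate only without enzyme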
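Material: STEP (striatal-enriched tyrosine phosphatase) enzyme, cell-free; Compound dosing: 20 µM single dose in 1% DMSO; Technique: fluorescence read at 480 nm ex / 540 nm em; Times: reaction 20 min, ambient temperature; Medium: 50 mM Bis-Tris pH 6.0 with 2.5 mM DTT and 0.005% Tween 20; Also added: OMFP at 25 µM.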
Rin1-Abl PPI inh – inhibitors of human Rin1-Abl protein interaction; TR-FRET Rin1/Abl binding, biochemical; P00519+Q13671; 0.4% of 360,000 active; AID 588664; inhibition, % at 7.35 µM; in the data active = inhibition above about 5%, passing the limit was not always enough
Scp1 inh – Scp-1 (human) phosphatase inhibition. Q9GZU7. Recombinant Scp1, phosphopeptide, malachite green phosphate absorbance. inhibition, % at 20 µM. 0.88% of 340,000 active. AID 493091;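 active = inhibition above about 50% at 20 µM, limit read from the data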;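 also: plate controls were DMSO wells with enzyme for no effect and wells lacking enzyme for full effect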
Target sequence (Q9GZU7 76-261 limits assumed): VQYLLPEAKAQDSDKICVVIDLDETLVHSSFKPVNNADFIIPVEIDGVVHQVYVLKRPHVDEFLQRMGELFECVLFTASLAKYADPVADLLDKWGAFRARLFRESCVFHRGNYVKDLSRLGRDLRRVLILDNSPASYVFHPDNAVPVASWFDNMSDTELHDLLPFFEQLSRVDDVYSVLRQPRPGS
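Test system: SCP-1 catalytic domain; Buffer or medium: Acidic Tris acetate buffer with magnesium and detergent; Also added: Phosphorylated 17-residue peptide substrate; Compound: single 20 µM dose, 1% DMSO; Schedule: enzyme reaction 45 min at room temperature, colour 5 min, stabilisation 30 min; Signal: Phosphate-binding colour reagent, absorbance read at 630 nm.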
NadD inh – NadD (S. aureus) enzyme inhibition | purified NadD enzyme, colorimetric absorbance read-out | inhibition, % at 20 µM | 0.78% of 360,000 active; in the data active = inhibition above about 26%; also: some compounds past the cut are filed as inactive
DNMT1 inh – blocks human DNA methyltransferase DNMT1; 0.83% of 360,000 active; DNMT1 molecular beacon, Hinp1I cleavage, fluorescence; inhibition (reported as % activation of signal), % at 10 µM; P26358; in the data active = inhibition above about 50%
CSN inh – blocks human CSN-mediated cullin deneddylation | 0.38% of 360,000 active | Purified CSN, SCF-Nedd8-OG deneddylation, fluorescence polarization | inhibition, % at 12.5 µM | Q92905;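 active = pattern-corrected inhibition above about 35%, with an unprinted fluorescence ratio check between 0.5 and 1.5, limit read from the data, passing the limit was not always enough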;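 also: 0% = enzyme with substrate and 100% = substrate without enzyme; some results filed as inactive read as strong as hits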
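Assay system: HEK293T-derived human Csn5 enzyme; quantity: 0.24 nM enzyme; medium: Tris/NaCl/DTT buffer, pH 7.5; also added: substrate SCFSkp2-Nedd8OG, 10 nM; doses: 12.5 µM compound; schedule: 90 min reaction at room temperature; signal: FP; read-out: % inhibition of substrate cleavage by Csn5; benchmarks: substrate-only high control, full reaction low control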
LMPTP block – blocks human LMPTP phosphatase; inhibition, % at 20 µM; AID 651560; P24666; recombinant LMPTP-A, OMFP fluorogenic substrate, fluorescence intensity; 0.22% of 360,000 active;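 active = compounds that cut the enzyme signal by at least half of the control window in the single-dose screen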;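 also: plate controls were DMSO wells with enzyme plus substrate for no effect and substrate without enzyme for full effect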
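Test system – LMPTP-A phosphatase enzyme · Quantity – 0.625 nM LMPTP-A final · Reagent – OMFP substrate, 400 µM final · Dosing – one test concentration per compound, 20 µM, with 3% DMSO overall · Timing – 50 min enzyme reaction at room temperature, protected from light · Detection – fluorescence intensity · Controls – substrate-only low control, DMSO enzyme-plus-substrate high control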
Neddylation inh – blocks human cullin neddylation; AID 651699; TR-FRET cullin neddylation, biochemical; 0.58% of 360,000 active; P61081+Q13564; calls only at 25 µM; in the data active = inhibition above about 36%
Target sequence (P61081 whole entry, looked up): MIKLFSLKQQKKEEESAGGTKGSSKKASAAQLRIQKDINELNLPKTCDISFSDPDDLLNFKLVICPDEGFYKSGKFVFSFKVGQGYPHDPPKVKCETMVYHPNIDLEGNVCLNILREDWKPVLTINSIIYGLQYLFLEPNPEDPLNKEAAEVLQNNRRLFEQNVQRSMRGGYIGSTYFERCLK
Target sequence (Q13564 whole entry, looked up): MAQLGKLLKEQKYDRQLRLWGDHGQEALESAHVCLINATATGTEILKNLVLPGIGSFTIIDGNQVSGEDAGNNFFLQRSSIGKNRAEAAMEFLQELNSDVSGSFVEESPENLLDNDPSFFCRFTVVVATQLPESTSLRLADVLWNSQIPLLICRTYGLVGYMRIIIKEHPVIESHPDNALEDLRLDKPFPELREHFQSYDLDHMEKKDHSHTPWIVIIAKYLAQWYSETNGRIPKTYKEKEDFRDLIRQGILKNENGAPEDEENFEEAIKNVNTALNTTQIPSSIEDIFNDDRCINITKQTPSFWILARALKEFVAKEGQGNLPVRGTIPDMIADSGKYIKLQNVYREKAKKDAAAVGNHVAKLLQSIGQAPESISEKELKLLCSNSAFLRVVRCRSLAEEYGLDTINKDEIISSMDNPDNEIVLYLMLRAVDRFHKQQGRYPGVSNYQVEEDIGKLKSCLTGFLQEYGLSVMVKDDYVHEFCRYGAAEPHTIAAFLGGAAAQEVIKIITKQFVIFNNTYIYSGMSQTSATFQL
Rpn11 inh – inhibitors of human proteasome Rpn11; AID 588493; calls only at 20 µM; human 26S proteasome, Ub4-pepOG fluorescence polarization; 20S core pre-blocked with epoxomicin; 0.59% of 360,000 active;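 active = inhibition at 20 µM, scaled to each plate's controls, above about 33%, limit read from the data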
SUMO1-SIM PPI – SUMO1-SIM interaction modulation. 0.33% of 360,000 active. inhibition, % at 20 µM. SUMO1 binding to a labelled peptide, TR-FRET, 1 h. AID 602429; in the data active = inhibition above about 37%
Target sequence (P63165 whole entry, looked up): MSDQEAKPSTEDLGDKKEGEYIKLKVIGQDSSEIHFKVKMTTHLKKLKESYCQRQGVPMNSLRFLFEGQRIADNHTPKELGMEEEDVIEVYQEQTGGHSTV
* = called active by the depositor; i = inactive; . = no result given.

Screens by letter – A = STEP inh; B = Rin1-Abl PPI inh; C = Scp1 inh; D = NadD inh; E = DNMT1 inh; F = CSN inh; G = LMPTP block; H = Neddylation inh; I = Rpn11 inh; J = SUMO1-SIM PPI
1: Cc1ccc(S(=O)(=O)N2CCCCC2)cc1NC(=O)CCCOc1ccccc1
  A = 2	B = 2	C = -9	D = -6	E = -4	F = -4	G = 2.0	H = i	I = i	J = -1
2: CN(CCNC(=O)c1ccc(CS(=O)(=O)c2c(Cl)cccc2Cl)o1)CCc1ccccc1
  A = -5	B = -2	C = 5	D = -9	E = 2	F = -2	G = 0.3	H = i	I = i	J = -3
3: COc1ccc(NC(=O)C2CCCN2C(=O)NCc2ccccc2)c(OC)c1 (stereo not drawn)
  A = -1	B = 4	C = -8	D = -5	E = -1	F = -2	G = -0.6	H = i	I = i	J = 4
4: O=C(Nc1ccccc1Cl)c1cc(C2CCCCN2C(=O)OCCF)on1 (stereo not drawn)
  A = 3	B = -4	C = .	D = -7	E = -1	F = -3	G = 0.8	H = i	I = i	J = 4
5: CN1C(=O)/C(=C\c2ccc(OC(=O)c3ccco3)cc2)SC1=S
  A = 1	B = 1	C = -2	D = 5	E = 2	F = 14	G = -0.2	H = i	I = i	J = -8
6: O=C(NCCNC(=O)c1ccccc1Br)c1ccccc1Br
  A = -9	B = -2	C = 2	D = -2	E = 4	F = -5	G = -0.9	H = i	I = i	J = 4
7: CC1(C)CC(=O)C(C=NCCN2CCN(C(=O)c3ccc(F)cc3)CC2)=C(O)C1
  A = -2	B = 0	C = 1	D = -1	E = 2	F = 0	G = -2.0	H = i	I = i	J = 0
8: O=C(Nc1ccc(F)cc1)c1cccc(N2C(=O)C3C4CCC(C4)C3C2=O)c1 (stereo not drawn)
  A = -4	B = 1	C = -3	D = -5	E = 3	F = -3	G = -2.1	H = i	I = i	J = 0
9: CCCn1nnc(NC(=S)NC(=O)c2ccc(-c3ccc(Br)cc3)o2)n1
  A = 3	B = -5	C = -19	D = 7	E = 0	F = 9	G = 2.8	H = i	I = i	J = -6
10: COC(=O)[C@@]12C[C@@H](CC(=O)N3CCCC3)C(=O)N(Cc3ccccc3)C1=CCC(C)(C)C2
  A = .	B = .	C = .	D = .	E = .	F = -4	G = -2.6	H = i	I = .	J = 1
11: CCc1ccccc1OCCOc1ccc(C)cc1OC
  A = 0	B = -1	C = -12	D = 2	E = 0	F = 0	G = 3.0	H = i	I = i	J = -2
12: CC(=O)N1c2ccc(S(=O)(=O)NCC3CCC(C(=O)N4CCCC(C)C4)CC3)cc2CC1C (stereo not drawn)
  A = -1	B = -3	C = -6	D = -2	E = -1	F = -1	G = 0.6	H = i	I = i	J = 8
13: Cc1ccnc(NC(=S)NC(=O)c2ccco2)c1
  A = 2	B = -2	C = -2	D = -1	E = -1	F = 1	G = 0.0	H = i	I = i	J = 3
14: O=c1[nH]c2cccc(Cl)c2c2ccccc12
  A = 0	B = -6	C = .	D = 3	E = 17	F = 3	G = -0.8	H = i	I = i	J = -1
15: CCC(C)N1CC23C=CC(O2)C(C(=O)OC)C3C1=O (stereo not drawn)
  A = -1	B = -2	C = -4	D = -2	E = 1	F = -2	G = -0.8	H = i	I = i	J = -2
16: COCCNC(=O)C(=O)NCC1OCCN1S(=O)(=O)c1cccs1 (stereo not drawn)
  A = -2	B = 3	C = 1	D = -6	E = -1	F = -3	G = -3.1	H = i	I = i	J = 1
17: CSc1ccccc1NC(=O)Cc1ccc(Br)cc1
  A = -1	B = 1	C = -6	D = -8	E = -1	F = -19	G = -1.1	H = i	I = i	J = 0
18: CCOc1ccccc1CNC(=O)CCNC(=O)Cn1ccc2ccccc2c1=O
  A = -3	B = 3	C = -1	D = -2	E = 3	F = -1	G = -0.2	H = i	I = i	J = -4
19: CCOc1ccc(CCNC(=O)c2nnn(CC(=O)Nc3c(C)cc(C)cc3C)c2N)cc1OCC
  A = -4	B = 5	C = -4	D = -12	E = 1	F = 9	G = -2.8	H = i	I = i	J = -1
20: CCCCNC(=O)c1onc(CSc2ccccc2)c1C(=O)NCCCC
  A = -1	B = 1	C = -7	D = -2	E = 20	F = -2	G = 0.1	H = i	I = i	J = 4
21: COc1ccc(NC(=O)CSc2nnc(COc3ccccc3)n2Cc2ccco2)cc1OC
  A = -3	B = 3	C = -2	D = 2	E = 1	F = -5	G = 0.0	H = i	I = i	J = 2
22: Cc1cccc(C(=O)O)c1NC(=O)Cc1cccc2ccccc12
  A = 1	B = 2	C = -2	D = 3	E = 1	F = 6	G = -0.9	H = i	I = i	J = 3
23: CCCCn1c(NCCC)nc2c1c(=O)[nH]c(=O)n2C
  A = 0	B = 0	C = -4	D = 1	E = 2	F = 4	G = -0.3	H = i	I = i	J = -4
24: Cc1nc(C2COc3ccccc3O2)sc1C(=O)O (stereo not drawn)
  A = -2	B = -1	C = -4	D = 0	E = -1	F = 5	G = -0.5	H = i	I = i	J = 7
25: CC(C)COc1ccc(C(=O)CCN2CCCCC2)cc1
  A = 0	B = -2	C = -4	D = -6	E = 1	F = 2	G = -0.2	H = i	I = i	J = 2

Other compounds:
#	SMILES	STEP inh	Rin1-Abl PPI inh	Scp1 inh	NadD inh	DNMT1 inh	CSN inh	LMPTP block	Neddylation inh	Rpn11 inh	SUMO1-SIM PPI
26	CC(C)CNC1CS(=O)(=O)CC1O (stereo not drawn)	2	0	-11	-2	3	7	3.2	i	i	-2
27	O=C(NCC1CCCO1)c1ccc(NS(=O)(=O)c2cccs2)cc1 (stereo not drawn)	4	-1	12	-3	4	6	0.1	i	i	4
28	COC(=O)C1=C(C)NC(C)=C(C(=O)OCC(C)C)C1c1ccccc1[N+](=O)[O-] (stereo not drawn)	-1	-3	-14	3	5	-1	-0.8	i	i	0
29	Cc1ccc(-c2ccc(CCC(=O)O)n2-c2cccc(O)c2)cc1	-3	4	-9	-4	-14	8	-0.1	i	i	3
30	Cc1cc(C)c(NC(=O)CNC(=O)[C@@H]2CCCN2C(=O)c2cccs2)c(C)c1	3	3	-7	1	2	-2	-1.5	i	i	-3
31	CN(C(=O)CN1C(=O)NC(c2ccccc2)(c2ccccc2)C1=O)C1CCS(=O)(=O)C1 (stereo not drawn)	-1	1	5	5	4	-2	0.3	i	i	0
32	COc1cccc(C2CC(c3cccs3)=NN2C(=O)CSc2nc3ccccc3s2)c1OC (stereo not drawn)	-1	-4	-14	5	-6	-5	1.7	i	i	0
33	CCCCNC(=S)N/N=C/c1ccccc1F	2	-1	-7	0	3	-3	0.1	i	i	-2
34	COc1ccc(-c2cc(=O)oc3cc(O)ccc23)cc1	1	-2	-5	-4	-2	5	1.2	.	i	-26
35	COc1ccccc1C(=O)CN1C(=O)NC2(CCc3ccccc32)C1=O (stereo not drawn)	0	-2	-13	-1	2	3	0.0	i	i	1
36	O=C(CSc1nnc(-c2ccc(OC(F)F)cc2)o1)NC(=O)NCc1ccco1	6	1	49	8	83*	15	13	i	i	4
37	O=C(Nc1cccc([N+](=O)[O-])c1)Nc1ccc2c(c1)OCCO2	-1	-4	-10	-10	0	0	1.5	i	i	-6
38	CCCCC(=O)Oc1cc(C)[nH]c(=O)c1[N+](=O)[O-]	-1	1	-8	-3	-1	4	-1.2	i	i	2
39	O=C1CC(c2ccccc2)n2ncnc2N1 (stereo not drawn)	-2	1	-7	0	8	-2	-1.7	i	i	3
40	O=C(NCc1cccnc1)C1CC(c2cccc(Br)c2)=NO1 (stereo not drawn)	0	0	-1	-3	0	4	0.1	i	i	-2
41	Cc1ccc(CN2C(=O)c3ccccc3C2C(=O)NCC2CCCO2)cc1 (stereo not drawn)	-2	-1	-10	-1	0	-1	-1.6	i	i	2
42	COC(C)(C)[C@]12CC(O)(C(C)C)ON1[C@H]1CCCCC1N2O (stereo partly drawn)	-2	-4	-7	4	0	4	-2.5	i	i	-4
43	CC1CCN(C(=O)Cn2ncc3c([nH]c4ccccc43)c2=O)CC1	1	3	-8	-2	2	1	1.2	i	i	2
44	Cc1c(NC2=C(Cl)C(=O)N(c3ccccc3)C2=O)c(=O)n(-c2ccccc2)n1C	5	1	-4	0	5	2	-0.9	i	i	-10
45	CCCc1nn2c(=O)cc(COc3cccc(NC(=O)c4ccco4)c3)nc2s1	-2	2	-1	2	1	0	-1.3	i	i	-2
46	O=C(NC(=S)NCc1ccccc1)c1ccc2c(c1)OCO2	-3	1	-7	0	-6	-2	1.5	i	i	5

Quoted from above: entries 26–38
#	SMILES	STEP inh	Rin1-Abl PPI inh	Scp1 inh	NadD inh	DNMT1 inh	CSN inh	LMPTP block	Neddylation inh	Rpn11 inh	SUMO1-SIM PPI
26	CC(C)CNC1CS(=O)(=O)CC1O (stereo not drawn)	2	0	-11	-2	3	7	3.2	i	i	-2
27	O=C(NCC1CCCO1)c1ccc(NS(=O)(=O)c2cccs2)cc1 (stereo not drawn)	4	-1	12	-3	4	6	0.1	i	i	4
28	COC(=O)C1=C(C)NC(C)=C(C(=O)OCC(C)C)C1c1ccccc1[N+](=O)[O-] (stereo not drawn)	-1	-3	-14	3	5	-1	-0.8	i	i	0
29	Cc1ccc(-c2ccc(CCC(=O)O)n2-c2cccc(O)c2)cc1	-3	4	-9	-4	-14	8	-0.1	i	i	3
30	Cc1cc(C)c(NC(=O)CNC(=O)[C@@H]2CCCN2C(=O)c2cccs2)c(C)c1	3	3	-7	1	2	-2	-1.5	i	i	-3
31	CN(C(=O)CN1C(=O)NC(c2ccccc2)(c2ccccc2)C1=O)C1CCS(=O)(=O)C1 (stereo not drawn)	-1	1	5	5	4	-2	0.3	i	i	0
32	COc1cccc(C2CC(c3cccs3)=NN2C(=O)CSc2nc3ccccc3s2)c1OC (stereo not drawn)	-1	-4	-14	5	-6	-5	1.7	i	i	0
33	CCCCNC(=S)N/N=C/c1ccccc1F	2	-1	-7	0	3	-3	0.1	i	i	-2
34	COc1ccc(-c2cc(=O)oc3cc(O)ccc23)cc1	1	-2	-5	-4	-2	5	1.2	.	i	-26
35	COc1ccccc1C(=O)CN1C(=O)NC2(CCc3ccccc32)C1=O (stereo not drawn)	0	-2	-13	-1	2	3	0.0	i	i	1
36	O=C(CSc1nnc(-c2ccc(OC(F)F)cc2)o1)NC(=O)NCc1ccco1	6	1	49	8	83*	15	13	i	i	4
37	O=C(Nc1cccc([N+](=O)[O-])c1)Nc1ccc2c(c1)OCCO2	-1	-4	-10	-10	0	0	1.5	i	i	-6
38	CCCCC(=O)Oc1cc(C)[nH]c(=O)c1[N+](=O)[O-]	-1	1	-8	-3	-1	4	-1.2	i	i	2

Assay outcomes: PubChem BioAssay, several laboratories
